Bioassay records deposited in PubChem by Sanford-Burnham Center for Chemical Genomics.
Apaf1 inhib = blocks human Apaf-1 apoptosome activity; AID 489030; inhibition, % at 20 µM; actives 0.71% (n = 330,000); reconstituted apoptosome caspase-3 activity, DEVD-Rh110 fluorescence; active = inhibition of at least 40% at 20 µM;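 note: plate controls were DMSO wells for no effect and DEVD-CHO caspase inhibitor wells for full effect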
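Material: biochemical Apaf-1 apoptosome reconstitution. Medium: Hepes buffer, pH 7.5. Also added: cytochrome c activation, bis-DEVD rhodamine 110 substrate. Timing: 30 min compound preincubation, 50 min activation, room temperature. Measured by: rhodamine 110 fluorescence at Ex 480/Em 540 nm.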
HKDC1 inh = HKDC1 (human) hexokinase inhibition. actives 0.16% (n = 340,000). Q2TB90. inhibition, % at 20 µM. AID 493160. recombinant HKDC1, G6PDH/diaphorase resazurin coupled fluorescence;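 active = inhibition above about 35% when tested at 20 µM, limit read from the data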;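 note: plate controls were DMSO wells with enzyme for no effect and DMSO wells lacking enzyme for full effect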
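Test system: Recombinant HKDC1 (HK5) hexokinase enzyme, produced in-house | Input: HKDC1 at 5 µg/mL | Buffer or medium: Tris pH 8.0 buffer with MgCl2, Tween-20, BSA, BME | Schedule: 90 min reaction incubation at room temperature, dark | Technique: Resazurin-to-resorufin fluorescence via G6PDH and diaphorase coupling, 525/613 nm | Controls: DMSO wells with and without enzyme mix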
NALP3 yeast inh = inhibitors of NALP3 inflammasome in yeast; Yeast reconstituted NLRP3/ASC/caspase-1, beta-gal luminescence, 24 h; inhibition, % at 10 µM; actives 0.39% (n = 330,000); AID 2825;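 active = inhibition of 50% or more; inactive = inhibition below 50%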;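 note: plate controls were induced DMSO wells for no effect and uninduced yeast grown without galactose for full effect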
SENP8 block-1 = blocks human SENP8 cleavage of Nedd8 substrate; Q96LD8; recombinant SENP8, Nedd8 substrate fluorescence; inhibition, % at 20 µM; actives 0.64% (n = 360,000); AID 602440; in the data active = inhibition mostly above about 40%, no sharp cut-off; inactive = mostly below about 27%
SENP1 inh = inhibitors of human SENP1 SUMO protease catalytic domain; recombinant SENP1 catalytic domain, CyPet-SUMO1-YPet FRET cleavage; inhibition, % at 10 µM; actives 0.21% (n = 360,000);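 active = inhibition at least 30% at 10 µM, raw YFP signal under a set limit, fluorescence ratio 0.5 to 1.5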;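 note: 0% = enzyme with DMSO and 100% = no enzyme wells; some results filed as inactive read as strong as hits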
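System: Recombinant human SENP1 catalytic domain, His6-tagged | Incubation: Enzyme reaction for 50 min at room temperature, dark | Medium: Tris pH 8 with BME, BSA, NP40 and catalase | Also added: 25 nM SUMO1 FRET substrate | Compound: 10 µM single point, 0.5% DMSO | Measured by: FRET fluorescence in CFP and YFP emission channels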
SENP8 block-2 = blocks the human protease SENP8. Q96LD8. purified SENP8, Z-RLRGG-aminoluciferin cleavage, luminescence. inhibition, % at 10 µM. actives 1.2% (n = 330,000). AID 2540; in the data active = inhibition above about 50%
SENP6 block = inhibitors of human SENP6 protease. Q9GZR1. Recombinant SENP6 catalytic domain, aminoluciferin luminescence. inhibition, % at 10 µM. actives 1.8% (n = 330,000). AID 2599;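 active = inhibition above about 50% at the single tested dose, limit read from the data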;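 note: plate controls were DMSO wells with enzyme for no effect and DMSO wells lacking enzyme for full effect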
Target sequence (Q9GZR1 628-1112 limits assumed): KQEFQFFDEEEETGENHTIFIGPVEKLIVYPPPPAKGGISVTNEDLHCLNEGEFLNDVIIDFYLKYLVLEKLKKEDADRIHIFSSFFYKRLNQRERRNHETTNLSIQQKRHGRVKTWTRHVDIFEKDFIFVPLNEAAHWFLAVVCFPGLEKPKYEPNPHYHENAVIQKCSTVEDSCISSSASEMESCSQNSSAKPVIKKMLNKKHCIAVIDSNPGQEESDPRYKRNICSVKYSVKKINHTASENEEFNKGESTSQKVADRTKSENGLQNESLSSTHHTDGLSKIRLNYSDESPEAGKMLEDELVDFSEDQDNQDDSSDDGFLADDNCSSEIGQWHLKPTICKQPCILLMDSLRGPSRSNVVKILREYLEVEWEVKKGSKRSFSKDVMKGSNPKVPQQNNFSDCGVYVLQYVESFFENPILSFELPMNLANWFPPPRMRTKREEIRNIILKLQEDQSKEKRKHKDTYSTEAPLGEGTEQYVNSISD
SENP7 block = inhibitors of human SENP7 protease | recombinant SENP7, Z-RLRGG-aminoluciferin luminescence, 40 min | inhibition, % at 5 µM | actives 1.5% (n = 330,000);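 active = inhibition above about 50% at the single test dose, limit read from the data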;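 note: plate controls were DMSO with enzyme for no effect and no enzyme buffer wells for full effect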
Target sequence (Q9BQF6 706-1050 limits assumed): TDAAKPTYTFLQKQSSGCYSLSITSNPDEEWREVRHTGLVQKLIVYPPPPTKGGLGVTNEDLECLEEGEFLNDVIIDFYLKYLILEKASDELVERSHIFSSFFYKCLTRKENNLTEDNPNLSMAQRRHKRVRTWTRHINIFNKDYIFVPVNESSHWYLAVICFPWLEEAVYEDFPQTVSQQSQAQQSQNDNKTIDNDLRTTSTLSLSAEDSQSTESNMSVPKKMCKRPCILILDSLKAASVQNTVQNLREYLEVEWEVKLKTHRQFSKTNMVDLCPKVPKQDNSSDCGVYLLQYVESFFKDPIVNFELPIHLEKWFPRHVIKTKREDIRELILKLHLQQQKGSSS
PfG6PD inh = PfG6PD (Plasmodium falciparum) enzyme inhibition; actives 0.78% (n = 350,000); AID 504690; PfGluPho enzyme, NADPH resazurin-diaphorase fluorescence; inhibition, % at 20 µM;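 active = inhibition reaching at least a set limit at 20 µM in the primary screen, cut at about 59% in these data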;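 note: 0% = DMSO wells with substrate and 100% = DMSO wells lacking glucose-6-phosphate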
The depositor's hits bear a star; . = no result given.

Below each SMILES – Apaf1 inhib, HKDC1 inh, NALP3 yeast inh, SENP8 block-1, SENP1 inh, SENP8 block-2, SENP6 block, SENP7 block, PfG6PD inh
- COc1ccc(-c2csc(N3C(=N)SCC3=O)n2)cc1
→ -12, -6, 1, 21, 2, 80*, 74*, 9, -32
- Cc1ccc(N(Cc2cc(=O)[nH]c3ccccc23)C(=O)C(C)C)c(C)c1
→ 11, 4, -1, -4, 2, 2, 5, 4, -3
- CC(C)N(C(=O)[C@H]1CC(CC(=O)NCc2ccco2)C(=O)N2CCc3c([nH]c4ccccc34)[C@]12C)C(C)C (stereo not given in full)
→ 7, -4, 19, 0, -1, -5, 15, 10, 12
- O=C(NC1CC2CCC(C1)N2Cc1ccccc1)c1ccccc1Cl (stereo not given)
→ -6, -8, 15, 1, -3, 12, 10, 0, -2
- O=C(NC1CCCC1)c1ccc(CS(=O)Cc2ccc(Cl)cc2)o1 (stereo not given)
→ -8, -7, 6, 8, 1, 2, -12, -11, 5
- COc1ccccc1NC(=O)COc1cccc2c1CCNC2=O
→ 4, -13, 4, 5, 1, 2, -7, -1, -7
- CC1CCC(NC(=O)CSc2nnc(-c3cccnc3)o2)CC1 (stereo not given)
→ -10, -9, 19, 2, -6, 12, -11, -6, 15
- CC(C)N1CCN(c2ccc(OCC3COC(Cn4cncn4)(c4ccc(Cl)cc4Cl)O3)cc2)CC1 (stereo not given)
→ ., 0, ., 8, 2, ., ., ., 15
- CC(OC(=O)c1cc(Br)ccc1O)C(=O)NCc1ccc2c(c1)OCO2 (stereo not given)
→ 8, 1, 17, -63, 1, -10, -18, -13, -7
- O=C(NCc1ccccn1)C1CCN(S(=O)(=O)c2cc(Cl)ccc2Cl)CC1
→ -7, 15, 0, 16, 1, 8, -16, 2, -21
- COC(=O)N(NC(=O)C(O)(c1ccccc1)c1ccccc1)c1ccc(C)cc1
→ -4, 13, 9, 8, -2, 0, 13, 4, -2
- COC(=O)c1ccc(COc2ccccc2/C=N/NS(=O)(=O)c2ccc(C)cc2)cc1
→ -5, -12, 17, 15, -2, -6, 0, 4, -3
- O=C(Nc1nnc(-c2ccc3c(c2)CCCC3)o1)c1ccccc1Cl
→ 13, 7, 32, -14, 0, -6, 7, 4, -60
- COc1ccc(C(=O)NNC(=S)NC(=O)c2cc(-c3ccccc3)nc3ccccc23)cc1
→ 21, -8, 21, 14, -4, 7, -1, 3, -63
- Cn1c(C(=O)NCCCN2CCc3ccccc3C2)cc2c(=O)n(C)c3ccccc3c21
→ 10, 6, 22, -48, -22, -9, -9, 1, 36
- O=C(CC1C[C@H](C(=O)N2CCOCC2)[C@@]2(CCC3CCCC3)c3[nH]c4ccccc4c3CCN2C1=O)NCCCn1ccnc1 (stereo not given in full)
→ 5, -6, 8, 5, 2, 1, -14, 2, -3
- Cc1ccc(S(=O)(=O)N(Cc2cccc([N+](=O)[O-])c2)C(=O)N2CCN(C)CC2)cc1
→ 11, -3, -9, 3, 1, -4, -8, -14, -4
- COc1ccc(NC(=O)CSc2nnc(CNC(=O)c3cccs3)o2)c(OC)c1
→ -7, -17, 5, 8, 1, -3, 17, 2, 6
- COc1ccccc1NC(=O)CCc1nc2sc3c(c2c(=O)[nH]1)CCCC3
→ 12, 6, 13, -49, -39, 14, -3, -2, 13
- Cc1cccc(C2C3=C(CCCC3=O)N=C3c4ccccc4C(=O)C32)c1 (stereo not given)
→ -4, 3, 19, 0, 0, 4, -1, 7, 10
- Cc1ccc(-c2n[nH]c(=O)c3ccccc23)cc1S(=O)(=O)N(C)CCO
→ -5, -1, 8, 14, 0, -2, 14, 6, -2
- CN(CC(=O)Nc1ccccc1C(F)(F)F)C(=O)c1ccc(-c2ccc(Cl)cc2)o1
→ 12, -1, 29, -16, -2, -7, -16, -6, 11
- O=C(CSC1=NCCS1)Nc1nc(-c2ccccc2)cs1
→ 3, -1, 20, 5, -1, 0, -5, -3, 35
- Oc1ccc(/C=N/Nc2nc(-c3ccc(Cl)cc3)cc(C(F)(F)F)n2)cc1
→ 3, 8, 7, 18, 2, -10, -7, -2, 18
- CSc1ccccc1NC(=O)CN(C)CC(=O)Nc1ccc(Cl)cc1F
→ -3, -8, -10, -1, 2, 7, -3, -3, 1
- CSC1=NCCN1C(=O)C(C)(C)Oc1ccc(Cl)cc1
→ -4, 3, 10, 7, 3, 4, -2, 3, 13
- O=C(Nc1ccc(S(=O)(=O)NC2=NCCCCC2)cc1)c1ccc2ccccc2n1
→ 2, 3, -6, -7, -5, 1, 11, 5, 5
- COc1ccccc1-n1c(CNc2ccc(F)cc2)nnc1SCC(=O)Nc1cc(C)on1
→ 17, 4, 4, 36, -1, -3, -10, 3, 1
- COc1ccc(NC(=O)CN(Cc2ccccc2)Cc2ccccc2)cc1S(N)(=O)=O
→ 6, -5, -3, 14, 1, 4, -19, 5, 7
- Cc1cccc(NS(=O)(=O)c2cc(C(=O)NCCC3=CCCCC3)ccc2Cl)c1
→ 4, 3, 14, 4, 3, 0, -1, -9, 12
- COc1ccc(Nc2nnc(C)c3ccccc23)cc1
→ -3, 0, 9, 7, 2, 9, 2, 3, 11
- OC1(c2ccccc2)CNCCc2ccccc21 (stereo not given)
→ 1, 0, 22, 13, 2, -10, -38, -1, -5
- O=C(Nc1cccc2ncccc12)c1ccc(OCc2ccccc2)cc1
→ 6, -8, 17, -12, 2, -14, -12, -9, 5
- COc1cc2c(cc1NC(=O)COC(=O)[C@@H](NC(=O)c1ccccc1)C(C)C)oc1ccccc12
→ -3, 4, 23, -114, -3, -7, -5, 0, 5
- O=C(NCc1ccccc1)NC1CCS(=O)(=O)C1 (stereo not given)
→ -2, 2, 2, 20, 1, -6, -6, -8, -4
- CCC(C)NC(=O)C1CN(S(=O)(=O)c2ccccc2)CCN1S(=O)(=O)c1ccccc1 (stereo not given)
→ -10, -6, 8, 13, 2, -3, 5, 2, -6
- Cc1csc2nc(O)c(C(=O)NCCCc3ccccc3)c(=O)n12
→ 19, -3, 45, 4, -2, 5, -7, 1, -13
- Cc1cc(C)c(OCC(=O)Nc2cc(C(=O)O)cc(C(=O)O)c2)cc1C
→ 1, 0, 13, 1, 2, -5, -8, 4, -13
- Cc1cccc(NC(=O)CSC2=NN3CCCC(=O)N=C3S2)c1C
→ 3, -1, -10, 19, 1, 3, 0, 2, 1
- CCc1ccc(NC(=O)CCc2nnc3ccc(N4CCCC4)nn23)cc1
→ -1, 3, 6, -18, 1, 1, -15, -4, -3
- O=C(Nc1ccccc1)C1=C[C@H](c2csc3ccccc23)C[C@H](OCCCCO)O1
→ 9, 0, 5, -3, -5, -3, -17, 6, 16
- CC[C@H](C)[C@H](NC(N)=O)C(=O)Nc1ccc(S(=O)(=O)NC(C)C)cc1
→ -21, 4, 3, 19, -1, 1, -37, 5, 14
- Cc1cc(C(=O)COC(=O)c2ccc(Cl)c(S(N)(=O)=O)c2)c(C)n1C1CC1
→ 10, 4, 7, 7, -1, -1, -3, -2, 20
- C=CCNC(=S)N(CC=C)C1CCS(=O)(=O)C1 (stereo not given)
→ 0, -9, 11, -475, -1, -13, -4, -4, -16
- CN(C)CCCNC(=O)C(=O)Nc1ccc2c(c1)N(S(=O)(=O)c1cccs1)CCC2
→ 12, 2, 17, 13, 3, -6, -9, -2, 30
- CC(C)Cc1nnc(NC(=O)C2CCCC2)s1
→ 7, 1, 17, 12, -1, 5, -30, 4, -3
- Cc1ccc(C)c(NC(=O)C(=O)NCc2ccccn2)c1
→ 6, 7, 26, 5, 1, -13, -10, -4, -14
- O=C(/C=C/c1ccccc1)N(Cc1cccs1)C1CCS(=O)(=O)C1 (stereo not given)
→ 5, 1, 0, 14, 1, -5, -10, 13, 12
- O=C(NCCc1ccccc1)C1CCC(Cn2c(=O)c3ccccc3n(Cc3cccc(F)c3)c2=O)CC1 (stereo not given)
→ 4, -7, 11, 20, 0, 2, -11, 8, 6
- Cc1cccc(C)c1NC(=O)CSc1nnc([C@H](C)NC(=O)OC(C)(C)C)o1
→ 10, -6, -7, 10, 3, 1, 10, 7, 0
- C/C(=N\NC1=NCCN1)c1ccc(Cl)cc1
→ -6, -7, 4, 20, 0, 8, 6, 5, -7
- CC(NC(=O)c1ccc(NS(C)(=O)=O)cc1)c1ccccc1 (stereo not given)
→ 1, 1, 5, 16, -1, -1, 3, 7, -8

11 compounds from above, ordered by SMILES length, rising.
Below each SMILES – Apaf1 inhib, HKDC1 inh, NALP3 yeast inh, SENP8 block-1, SENP1 inh, SENP8 block-2, SENP6 block, SENP7 block, PfG6PD inh
- OC1(c2ccccc2)CNCCc2ccccc21 (stereo not given)
→ 1, 0, 22, 13, 2, -10, -38, -1, -5
- CC(C)Cc1nnc(NC(=O)C2CCCC2)s1
→ 7, 1, 17, 12, -1, 5, -30, 4, -3
- C/C(=N\NC1=NCCN1)c1ccc(Cl)cc1
→ -6, -7, 4, 20, 0, 8, 6, 5, -7
- COc1ccc(Nc2nnc(C)c3ccccc23)cc1
→ -3, 0, 9, 7, 2, 9, 2, 3, 11
- O=C(NCc1ccccc1)NC1CCS(=O)(=O)C1 (stereo not given)
→ -2, 2, 2, 20, 1, -6, -6, -8, -4
- C=CCNC(=S)N(CC=C)C1CCS(=O)(=O)C1 (stereo not given)
→ 0, -9, 11, -475, -1, -13, -4, -4, -16
- CC(NC(=O)c1ccc(NS(C)(=O)=O)cc1)c1ccccc1 (stereo not given)
→ 1, 1, 5, 16, -1, -1, 3, 7, -8
- Cc1cccc(NC(=O)CSC2=NN3CCCC(=O)N=C3S2)c1C
→ 3, -1, -10, 19, 1, 3, 0, 2, 1
- Cc1cc(C)c(OCC(=O)Nc2cc(C(=O)O)cc(C(=O)O)c2)cc1C
→ 1, 0, 13, 1, 2, -5, -8, 4, -13
- CN(C)CCCNC(=O)C(=O)Nc1ccc2c(c1)N(S(=O)(=O)c1cccs1)CCC2
→ 12, 2, 17, 13, 3, -6, -9, -2, 30
- O=C(NCCc1ccccc1)C1CCC(Cn2c(=O)c3ccccc3n(Cc3cccc(F)c3)c2=O)CC1 (stereo not given)
→ 4, -7, 11, 20, 0, 2, -11, 8, 6
